mcGAS lum = inhibitors of mouse cGAS. Q8C6L5. recombinant cGAS, Kinase-Glo ATP depletion luminescence. inhibition, % at 12.5 µM. 0.15% of 160,000 active;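 note: 0% = negative control wells and 100% = reference inhibitor with no enzyme activity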
NPYLR7 ag = activates Aedes aegypti NPYLR7 receptor | 0.15% of 270,000 active | HEK293T NPYLR7/Galpha15, GCaMP6s calcium fluorescence | activation, % at 10 µM | AID 1259423; in the data active = activation above about 40%;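 note: 0% = vehicle and 100% = reference agonist at the receptor; some compounds past the cut are filed as inactive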
hcGAS lum = blocks human cGAS activity; recombinant h-cGAS, ATP depletion, Kinase-Glo luminescence; 0.081% of 290,000 active; Q8N884; inhibition, % at 12.5 µM;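 note: 0% = vehicle reaction and 100% = reaction without DNA for no activity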
Target sequence (Q8N884 whole entry, looked up): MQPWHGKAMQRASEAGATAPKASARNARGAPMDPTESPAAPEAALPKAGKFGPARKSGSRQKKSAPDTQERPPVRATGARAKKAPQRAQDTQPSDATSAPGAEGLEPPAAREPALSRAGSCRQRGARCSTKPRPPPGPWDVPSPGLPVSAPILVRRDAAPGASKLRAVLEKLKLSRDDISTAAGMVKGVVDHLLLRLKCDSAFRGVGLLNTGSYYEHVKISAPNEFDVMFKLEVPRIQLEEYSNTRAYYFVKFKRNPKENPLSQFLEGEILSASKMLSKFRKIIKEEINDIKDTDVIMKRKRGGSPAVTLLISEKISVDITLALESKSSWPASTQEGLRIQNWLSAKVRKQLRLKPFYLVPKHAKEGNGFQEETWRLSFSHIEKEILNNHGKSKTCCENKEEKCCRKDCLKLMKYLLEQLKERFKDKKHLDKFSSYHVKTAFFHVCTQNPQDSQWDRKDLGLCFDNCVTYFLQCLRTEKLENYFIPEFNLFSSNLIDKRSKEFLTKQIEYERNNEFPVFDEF
Starred values were filed as active, the others as inactive; & = joins results of further samples. Cut-off read from the data, not from the text of the source, unless noted: active = inhibition above about 40%; inactive = the rest. Random draw from the library; about 0.29% have a hit in one of these screens.

What do the screens show for `CSc1ncccc1C(=O)N[C@@H]1[C@@H](c2ccccc2)[C@@H](CO)N2CCCC[C@H]12`?
mcGAS lum: -10; NPYLR7 ag: 22; hcGAS lum: -3

Results for CC(CCN1CCCN(C(=O)C2CCC2)CC1)c1ccccc1 (stereo unspecified) ?
mcGAS lum: -10; NPYLR7 ag: 3; hcGAS lum: -6

What do the screens show for `CC(OCc1ccccc1)C(=O)Nc1ccc(-n2nccn2)nc1` (stereo unspecified)?
NPYLR7 ag: 6; hcGAS lum: -16

How did CCN1CCCC1CNC(=O)CCC1CCN(C(=O)c2ccc(C)nc2)CC1 (stereo unspecified) do in these assays?
NPYLR7 ag: 0; hcGAS lum: -7

Results for CS(=O)(=O)NCC1CCCN(C(=O)Cc2csc(Cc3ccccc3)n2)C1 (stereo unspecified) ?
NPYLR7 ag: -1; hcGAS lum: -8

Results for COc1ccc(S(=O)(=O)NCCc2nnc3ccc(SCc4cccnc4)nn23)cc1 ?
mcGAS lum: -6; NPYLR7 ag: 2; hcGAS lum: -3

Results for CCn1nc(C)c(CNC(=O)c2cc(COc3ccc(C)nc3)on2)c1C ?
mcGAS lum: -12; NPYLR7 ag: 5; hcGAS lum: -6

How did COc1ccc(CNC(=O)c2cn(-c3cc(N4CCCCC4)ncn3)cn2)cc1 do in these assays?
NPYLR7 ag: -7; hcGAS lum: -2

How did CN1CCN(c2ccc(-c3cnc4c(Nc5cccc(OC(F)(F)C(F)F)c5)nccn34)cn2)CC1 do in these assays?
mcGAS lum: -2; NPYLR7 ag: -3; hcGAS lum: -5

What do the screens show for `CSc1nc2cc(Oc3cccc(Cl)c3Cl)c(Cl)cc2[nH]1`?
mcGAS lum: -12; NPYLR7 ag: 4&-13&6; hcGAS lum: 0&-4&-11

Results for Cc1ccccc1S(=O)(=O)NC(=O)C1(C)CCN1C(=O)c1ccccc1CCc1ccccc1 (stereo unspecified) ?
NPYLR7 ag: 1; hcGAS lum: -6

Results for CCC(NC(=O)C1CC(=O)c2sc(NC(=O)Cc3ccccc3)nc2C1)c1cccs1 (stereo unspecified) ?
mcGAS lum: -26; NPYLR7 ag: 0; hcGAS lum: -5

How did CNC(=O)c1ccc(CN2CCCC(Nc3ccc(F)cc3)C2)o1 (stereo unspecified) do in these assays?
NPYLR7 ag: 6; hcGAS lum: 1

Results for CC(CC12CC3CC(CC(C3)C1)C2)=NNC(N)=O ?
NPYLR7 ag: -19; hcGAS lum: 8

What do the screens show for `CCN(Cc1noc(C)n1)C(=O)c1cc(C)nc2cc(F)ccc12`?
NPYLR7 ag: 3; hcGAS lum: -1

Some of these compounds in order of number of heavy atoms, smallest number first:
Results for CC(CC12CC3CC(CC(C3)C1)C2)=NNC(N)=O ?
NPYLR7 ag: -19; hcGAS lum: 8

What do the screens show for `CSc1nc2cc(Oc3cccc(Cl)c3Cl)c(Cl)cc2[nH]1`?
mcGAS lum: -12; NPYLR7 ag: 4&-13&6; hcGAS lum: 0&-4&-11

Results for CC(CCN1CCCN(C(=O)C2CCC2)CC1)c1ccccc1 (stereo unspecified) ?
mcGAS lum: -10; NPYLR7 ag: 3; hcGAS lum: -6

What do the screens show for `CC(OCc1ccccc1)C(=O)Nc1ccc(-n2nccn2)nc1` (stereo unspecified)?
NPYLR7 ag: 6; hcGAS lum: -16

Results for CCn1nc(C)c(CNC(=O)c2cc(COc3ccc(C)nc3)on2)c1C ?
mcGAS lum: -12; NPYLR7 ag: 5; hcGAS lum: -6

What do the screens show for `CSc1ncccc1C(=O)N[C@@H]1[C@@H](c2ccccc2)[C@@H](CO)N2CCCC[C@H]12`?
mcGAS lum: -10; NPYLR7 ag: 22; hcGAS lum: -3

How did COc1ccc(CNC(=O)c2cn(-c3cc(N4CCCCC4)ncn3)cn2)cc1 do in these assays?
NPYLR7 ag: -7; hcGAS lum: -2

Results for CCC(NC(=O)C1CC(=O)c2sc(NC(=O)Cc3ccccc3)nc2C1)c1cccs1 (stereo unspecified) ?
mcGAS lum: -26; NPYLR7 ag: 0; hcGAS lum: -5

Results for Cc1ccccc1S(=O)(=O)NC(=O)C1(C)CCN1C(=O)c1ccccc1CCc1ccccc1 (stereo unspecified) ?
NPYLR7 ag: 1; hcGAS lum: -6

How did CN1CCN(c2ccc(-c3cnc4c(Nc5cccc(OC(F)(F)C(F)F)c5)nccn34)cn2)CC1 do in these assays?
mcGAS lum: -2; NPYLR7 ag: -3; hcGAS lum: -5

The list continues:
How did CCC(c1nc2ccccc2c(=O)n1-c1cccc(C)c1)N(Cc1ccccc1)C(=O)c1ccc(F)cc1 (stereo unspecified) do in these assays?
mcGAS lum: -2; NPYLR7 ag: -7; hcGAS lum: -2

How did CSc1nc(N)c(S(=O)(=O)C2CCCCC2)s1 do in these assays?
NPYLR7 ag: 2; hcGAS lum: -6

Results for COc1ccc(S(=O)(=O)Nc2ccc(-c3cn4ccc(C)nc4n3)cc2)cc1OC ?
NPYLR7 ag: 0; hcGAS lum: -4

How did CNC(=O)NC1CC(=O)N(c2ccc(OC)cc2)C1 (stereo unspecified) do in these assays?
mcGAS lum: -8; NPYLR7 ag: 9; hcGAS lum: -5

What do the screens show for `Cc1ccnc(SCCn2c(N3CCCC3)nc3c2c(=O)n(C)c(=O)n3C)n1`?
mcGAS lum: -7; hcGAS lum: -9

How did O=c1c2c3nc4ccccc4nc3n(C3CCCC3)c2ncn1Cc1ccccc1 do in these assays?
NPYLR7 ag: 1; hcGAS lum: -6

What do the screens show for `Fc1cccc(F)c1CNc1ccc2c(-c3cccnc3)noc2n1`?
mcGAS lum: -2; NPYLR7 ag: 2; hcGAS lum: 2

How did COCC(C)NCc1cnc(SC)nc1N1CCc2cc(OC)c(OC)cc2C1 (stereo unspecified) do in these assays?
mcGAS lum: -5; NPYLR7 ag: -1; hcGAS lum: 0

What do the screens show for `c1ccc(-n2ncc3c(N4CCN(c5ccccn5)CC4)ncnc32)cc1`?
mcGAS lum: 1; NPYLR7 ag: 4; hcGAS lum: 4

How did Cc1ccccc1N1CCn2c1nc1c2c(=O)n(CC(C)C)c(=O)n1C do in these assays?
NPYLR7 ag: -7; hcGAS lum: -6

How did O=C(NC(c1ccccc1)c1cnccn1)C1CCN(Cc2ccc(Cl)cc2)CC1 (stereo unspecified) do in these assays?
mcGAS lum: 1; NPYLR7 ag: -1; hcGAS lum: 4

How did Cc1cc(C)cc(C(=O)N2CCC(c3ccnc(-c4cccnc4)c3)C2)c1 (stereo unspecified) do in these assays?
mcGAS lum: -10; NPYLR7 ag: 14; hcGAS lum: 1

What do the screens show for `CCCC(CCC)=NNc1ncnc2sc(C)c(C)c12`?
NPYLR7 ag: -12; hcGAS lum: -1

What do the screens show for `Cc1cccc(C2=NN(C(=O)CN3CCN(Cc4ccccc4)CC3)C(c3cccc(F)c3)C2)c1` (stereo unspecified)?
mcGAS lum: -5; NPYLR7 ag: 13; hcGAS lum: -8

What do the screens show for `N#CC(C#N)=C1C=C2C=C(N3CCCCCC3)CCC2CC1` (stereo unspecified)?
mcGAS lum: -4; NPYLR7 ag: 673*; hcGAS lum: -6

Results for Cc1cccc(-c2c(-c3ccccc3)ncn2CCCN2CCNC(=O)C2)c1 ?
NPYLR7 ag: -2; hcGAS lum: 2

What do the screens show for `O=c1c(Oc2ccccc2)coc2cc(O)ccc12`?
NPYLR7 ag: -7; hcGAS lum: -7

What do the screens show for `COc1cc(S(=O)(=O)NCCc2ccc(OC)c(OC)c2)c(OC)cc1Cl`?
mcGAS lum: -6; NPYLR7 ag: 1; hcGAS lum: -2

Results for CC(C)(C(=O)N1CCC1(C)C(=O)NS(=O)(=O)c1ccccc1)c1ccccc1 (stereo unspecified) ?
NPYLR7 ag: 1; hcGAS lum: -10

Results for COc1ccccc1OC1CCN(C(=O)c2cccc(O)c2C)CC1 ?
mcGAS lum: -15; NPYLR7 ag: 30; hcGAS lum: -3

How did Cc1ccccc1Cn1c(C(=O)N2CCN(C(=O)CCl)C(C)C2)cc2ccoc21 (stereo unspecified) do in these assays?
mcGAS lum: -2; NPYLR7 ag: 5; hcGAS lum: -5

Results for Cc1nccn1CCNC(=O)CN1C[C@@H](C)O[C@@H](C)C1 ?
mcGAS lum: -7; hcGAS lum: -11

What do the screens show for `CCOc1ccc(-c2cc(C(=O)NCCSCc3c(Cl)cccc3Cl)c3ccccc3n2)cc1`?
mcGAS lum: -6; NPYLR7 ag: 22; hcGAS lum: -9

How did CC1=CC(=C(C#N)C#N)C=C(C)N1c1cccnc1 do in these assays?
mcGAS lum: 1; NPYLR7 ag: 1; hcGAS lum: 0

Results for CCNC(=O)[C@@H]1C[C@@H](N)CN1C(=O)c1ccc(-c2ccccc2)[nH]1 ?
NPYLR7 ag: 0&0; hcGAS lum: -10&-9

How did Cc1ccc(NC(=O)C(C)N2CCN(CCc3ccccc3)CC2)cc1F (stereo unspecified) do in these assays?
NPYLR7 ag: 0; hcGAS lum: -3

How did CN(C(=O)NC1CCCC1)C(c1ccccc1)c1ccccn1 (stereo unspecified) do in these assays?
NPYLR7 ag: 8; hcGAS lum: -16

Results for Cc1ccccc1C(=O)NCC(=O)OC1CCCCC1=O (stereo unspecified) ?
NPYLR7 ag: -1; hcGAS lum: -11

What do the screens show for `COC(=O)c1[nH]ncc1CN1CCCC1c1nc(-c2ccccc2)no1` (stereo unspecified)?
mcGAS lum: -18; NPYLR7 ag: 3; hcGAS lum: -5

Results for CCOc1cccc2sc(N(CCn3nc(C)cc3C)C(=O)c3nc4ccccc4s3)nc12 ?
mcGAS lum: -4; NPYLR7 ag: -16; hcGAS lum: 0

How did Cc1ccccc1-n1c(C)nnc1SCc1ccc(C(=O)Nc2ccc(F)cc2)cc1 do in these assays?
mcGAS lum: 4; hcGAS lum: 4

Results for Cc1c(S(=O)(=O)N2CCCC(C)C2)c(=O)n(C)c(=O)n1C (stereo unspecified) ?
mcGAS lum: -6; NPYLR7 ag: 1; hcGAS lum: -4

How did NC(=O)COc1ccc(C(=O)Nc2ccc(N3CCOCC3)cc2)cc1 do in these assays?
NPYLR7 ag: 2; hcGAS lum: -6

What do the screens show for `CCC(O)CN(Cc1cccc(OC)c1)Cc1ccco1` (stereo unspecified)?
mcGAS lum: -6; NPYLR7 ag: 45; hcGAS lum: -6

What do the screens show for `CC1OC(Nc2ccccc2)C(O)C(O)C1O` (stereo unspecified)?
mcGAS lum: 0; NPYLR7 ag: -2; hcGAS lum: 7

Results for O=C(NCCc1nc2ccccc2c(=O)[nH]1)[C@@H]1C[C@H]1c1ccccc1 ?
NPYLR7 ag: -1; hcGAS lum: 3

Results for COc1cccc(C(CN2CCN(C(=O)c3oc4ccccc4c3C)CC2)OCc2cccc(Cl)c2)c1 (stereo unspecified) ?
mcGAS lum: -4; hcGAS lum: 0

How did CCc1onc(C)c1C1CCCN1C(=O)c1c(Cl)cnn1CC (stereo unspecified) do in these assays?
NPYLR7 ag: 4; hcGAS lum: -9

Results for Cc1ccc(S(=O)(=O)N2CCN(C(=O)CCc3ccco3)CC2)cc1 ?
NPYLR7 ag: -5; hcGAS lum: -4

How did Nc1n[nH]c(CC(=O)N2CCCC2)n1 do in these assays?
NPYLR7 ag: 0; hcGAS lum: -3

What do the screens show for `Cc1sc2ncnc(N/N=C\c3c[nH]c4ccccc34)c2c1C`?
NPYLR7 ag: 10; hcGAS lum: -7

What do the screens show for `C=CCN(CC=C)C(=O)CN1CCN(S(=O)(=O)CC)CC1`?
NPYLR7 ag: -2; hcGAS lum: -3

What do the screens show for `ClC(=Cc1ccc(Cl)cc1)c1ccc2ccccc2n1`?
mcGAS lum: -5; NPYLR7 ag: -3; hcGAS lum: -7

How did COCC(C)NC(=O)CSc1nnc(-c2ccccc2Cl)n1C (stereo unspecified) do in these assays?
NPYLR7 ag: 5; hcGAS lum: -9

What do the screens show for `CCOc1ccccc1CNC(=O)c1c(C)noc1-c1ccc(OC)cc1`?
mcGAS lum: -9; NPYLR7 ag: -2; hcGAS lum: -8

Results for CC(C)(C)C(=O)CSc1ncn[nH]1 ?
mcGAS lum: -8; NPYLR7 ag: -4; hcGAS lum: -4

Results for O=C1NC(=S)N/C1=C/c1ccccc1Br ?
mcGAS lum: -6; NPYLR7 ag: -4; hcGAS lum: -7

Results for CC1CN(C(=O)CCNC(=O)N(C)Cc2ccccc2)CC(C)(C)O1 (stereo unspecified) ?
NPYLR7 ag: 3; hcGAS lum: -11

How did Cc1ccc(-n2c(SCc3ccccc3)nnc2C(Cc2ccccc2)NC(=O)Cc2ccccc2)cc1 (stereo unspecified) do in these assays?
mcGAS lum: -4; NPYLR7 ag: 26; hcGAS lum: -1

What do the screens show for `CC(C)=CC(=O)N1CCC(N(CC(F)(F)F)S(C)(=O)=O)CC1`?
mcGAS lum: 1; NPYLR7 ag: -11; hcGAS lum: 1

How did Cc1ccc(C(=O)N2CCCC(C(=O)NC3C4CCc5ccccc5C43)C2)cc1 (stereo unspecified) do in these assays?
NPYLR7 ag: 1; hcGAS lum: -9

How did O=C(Nc1ccnn1C1CCCC1)c1ccc2c(=O)n3c(nc2c1)CCC3 do in these assays?
NPYLR7 ag: 0; hcGAS lum: -4

How did CCCn1cnc2c(nnn2CC)c1=O do in these assays?
NPYLR7 ag: -1; hcGAS lum: -4

Results for Cc1ccc(C(O)=C2C(=O)C(=O)N(CCCN(C)C)C2c2ccc(C)o2)cc1 (stereo unspecified) ?
NPYLR7 ag: -3; hcGAS lum: -5

Screens: PubChem, Fisher Drug Discovery Resource Center
